Screens deposited in PubChem BioAssay by several laboratories.
Rtt109 Vps75 = inhibitors of C. albicans Rtt109/Vps75 HAT, primary screen, biochemical, ThioGlo CoA-SH fluorescence, plate reader. Histone acetyltransferase RTT109 (Candida albicans (strain SC5314 / ATCC MYA-2876)), …. purified Rtt109/Vps75, 4 h. inhibition, % at 34.9 µM. actives 0.16% (n = 330,000). AID 540336, 2011;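 active = inhibition of at least 50% in every replicate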
Target sequence (Q5AAJ8 whole entry, looked up): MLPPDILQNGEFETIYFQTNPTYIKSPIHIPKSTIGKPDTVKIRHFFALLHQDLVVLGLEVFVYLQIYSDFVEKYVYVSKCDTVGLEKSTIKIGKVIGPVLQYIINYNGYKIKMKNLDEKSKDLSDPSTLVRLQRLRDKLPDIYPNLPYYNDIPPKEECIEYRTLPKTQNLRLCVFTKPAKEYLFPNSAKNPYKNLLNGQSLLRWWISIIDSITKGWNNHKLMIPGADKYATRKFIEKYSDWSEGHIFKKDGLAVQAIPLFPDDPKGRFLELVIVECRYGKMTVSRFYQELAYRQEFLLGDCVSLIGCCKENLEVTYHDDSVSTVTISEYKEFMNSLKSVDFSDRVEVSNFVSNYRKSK
HTR5A ag ctr = HTR5A agonists in luminescence cell assay, primary screen, counter-screen for OPRM1-OPRD1 heterodimer agonist project, full-deck HTS; 5-hydroxytryptamine receptor 5A (Homo sapiens), P47898; AID 504692, 2011; cell-based; actives 0.61% (n = 340,000); activation, % at 9.3 µM; in the data active = activation mostly above about 9.5%, no sharp cut-off; inactive = mostly below about 7.6%;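 also: 0% = cells with vehicle only and 100% = reference agonist; strong numbers were not always called active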
Target sequence (P47898 whole entry, looked up): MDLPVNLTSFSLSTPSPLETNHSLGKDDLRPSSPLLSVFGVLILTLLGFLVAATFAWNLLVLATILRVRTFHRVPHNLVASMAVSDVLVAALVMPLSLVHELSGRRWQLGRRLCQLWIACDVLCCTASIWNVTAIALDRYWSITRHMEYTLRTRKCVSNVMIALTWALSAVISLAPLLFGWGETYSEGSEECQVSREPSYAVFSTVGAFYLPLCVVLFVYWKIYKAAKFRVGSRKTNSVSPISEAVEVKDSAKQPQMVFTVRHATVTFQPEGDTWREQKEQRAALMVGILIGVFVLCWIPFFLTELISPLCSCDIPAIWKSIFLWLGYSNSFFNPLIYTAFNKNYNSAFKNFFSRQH
PvdQ inh = P. aeruginosa PvdQ acylase inhibitors, primary screen, biochemical, fluorescence, plate reader and imaging, single point. purified PvdQ acylase. actives 0.063% (n = 340,000). PvdQ acylase [Pseudomonas aeruginosa LESB58]. inhibition, % at 10 µM; in the data active = inhibition above about 30%, passing the limit was not always enough;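 also: 0% = vehicle neutral wells and 100% = reference inhibitor wells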
CDK5 p35 inh = inhibitors of human CDK5/p35 kinase, primary screen, biochemical, single concentration; inhibition, % at 10 µM; actives 0.01% (n = 330,000); Recombinant CDK5/p35, ADP-Glo luminescence, 60 min; Cyclin-dependent kinase 5 (Homo sapiens) + Cyclin-dependent kinase 5 activator 1 (Homo …;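 active = highest replicate inhibition of at least 50% and at least 75% of replicates reaching 50%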;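 also: plate controls were DMSO neutral control for no effect and GW8510 at 10 µM for full effect; many of its hits are not listed in these tables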
MITF TRPM1 HTS = activators of MITF-driven TRPM1 promoter reporter, primary screen, cell-based, SK-MEL-5, luciferase, single point | activation, % at 12.5 µM | actives 0.75% (n = 300,000) | SK-MEL-5 TRPM1-promoter luciferase, 24 h; % of positive control, neutral wells = 0 | AID 588334, 2011;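 active = mean activation of at least 80% with every replicate also reaching 80%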;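 also: 0% = neutral control wells and 100% = parthenolide positive control wells; values of inactives mirror those of a sister screen read the other way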
RTF Ca sens act = cardiac RTF calcium sensitivity activators, primary screen, biochemical, IANBD-TnC fluorescence, EC20 calcium. Troponin I, cardiac muscle (Homo sapiens) + Troponin T, cardiac muscle (Homo sapiens) + …. IANBD-labeled TnC RTF fluorescence at EC20 calcium; 0% EC20 calcium, 100% full calcium. activation, % at 7.2 µM. actives 0.24% (n = 340,000);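 active = activation above the mean over all tested compounds plus 3 SD, cut at about 30% in these data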;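 also: rise in fluorescence read as greater calcium sensitivity of cardiac thin filaments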
SR-BI DiI inh = inhibitors of SR-BI mediated HDL lipid uptake, primary screen, ldlA[mSR-BI] cells, fluorescence, single point; AID 488896, 2010; ldlA[mSR-BI] CHO cells, DiI-HDL uptake fluorescence, 3 h; inhibition, % at 12.5 µM; actives 0.96% (n = 320,000); Scavenger receptor class B member 1 (Mus musculus), Q61009;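 active = mean replicate inhibition of at least 70% and a set share of replicates each scoring 70 or more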;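 also: 0% = median of neutral control wells and 100% = median of positive control wells; values of inactives mirror those of a sister screen read the other way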
SR-BI uptake up = activators of SR-BI mediated DiI-HDL uptake, primary screen, ldlA[mSR-BI] CHO cells, DiI fluorescence; actives 0.096% (n = 320,000); AID 504775, 2011; activation, % at 12.5 µM; 3 h; 100 = double the neutral-control signal;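 active = mean replicate activation of at least 60% and every replicate at or above 60%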;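 also: 0% = median plate neutral-control signal and 100% = twice that signal; values of inactives mirror those of a sister screen read the other way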
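System: LDL receptor-deficient CHO ldlA cells overexpressing murine SR-BI | Timing: 3 h uptake period with compound, 37 °C | Medium: HEPES-buffered (25 mM, pH 7.4) F12 plus 0.5% BSA | Dosing: Single-point compound dose | Signal: Bottom-read fluorescence, 550/595 nm | Read-out: Retained DiI signal reflecting DiI-HDL uptake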
Wnt act = Wnt/beta-catenin pathway activators, primary screen, cell-based, plate reader, single point; activation, % at 9.35 µM; Wnt/beta-catenin reporter cell assay, activator; AID 743398, 2014; actives 1.2% (n = 300,000); in the data active = activation above about 30%, passing the limit was not always enough;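 also: 0% = neutral control wells and 100% = positive control wells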
dFosB act = activators of delta FosB homodimer, primary screen, biochemical, fluorescence polarization, TAMRA-CDK5 oligo, single point; Protein FosB (Mus musculus), P13346; purified delta FosB; percent of positive-control signal above neutral wells; activation, % at 25 µM; actives 0.99% (n = 340,000); AID 493131, 2011;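 active = mean activation above about 17%, with every replicate also reaching it, limit read from the data, passing the limit was not always enough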;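 also: fluorescence polarization rise as delta FosB binds a TAMRA Cdk5 AP-1 oligo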
Target sequence (P13346 whole entry, looked up): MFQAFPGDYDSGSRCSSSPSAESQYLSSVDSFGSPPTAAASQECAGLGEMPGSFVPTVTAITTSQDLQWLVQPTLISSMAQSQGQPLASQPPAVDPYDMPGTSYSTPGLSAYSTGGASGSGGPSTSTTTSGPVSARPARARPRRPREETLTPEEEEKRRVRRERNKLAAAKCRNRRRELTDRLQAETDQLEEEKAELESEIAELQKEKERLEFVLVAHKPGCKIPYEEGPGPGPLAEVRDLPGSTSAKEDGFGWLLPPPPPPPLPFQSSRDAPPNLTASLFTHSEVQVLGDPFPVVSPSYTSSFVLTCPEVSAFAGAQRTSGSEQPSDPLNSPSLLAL
* hit, by the source's call; . = no result given; & = joins results of further samples.

mol	SR-BI uptake up	CDK5 p35 inh	dFosB act	PvdQ inh	SR-BI DiI inh	Wnt act	HTR5A ag ctr	RTF Ca sens act	MITF TRPM1 HTS	Rtt109 Vps75
C#CCOC(=O)C[N+](C)(C)C/C=C/c1ccccc1	23	1.7	-2	-1	-23	-7	-1	9	1	4
C=C(C)C(=O)Nc1cccc(C2=NOC3(C2)C[C@H](C(N)=O)N(C(=O)/C=C/C)C3)c1 (stereo partly drawn)	15	0.7	-10	7	-15	-3	14	-3	4	-3
CCOC(=O)N1CCN(C(=O)COC(=O)c2cccc(C)c2[N+](=O)[O-])CC1	.	-0.5	-4	1	43	14	-2	-8	7	38
CC1(C)CC2CC(C)(CN2/C=C2/CCCCC2=O)C1 (stereo not drawn)	2	0.4	2	4	-2	0	-2	1	-1	-14
Cn1c(=O)c2c(ncn2CC(O)CNc2ccc(Br)cc2)n(C)c1=O (stereo not drawn)	-7	1.2	-12	-17	7	2	-2	7	-1	-3
Cc1ccc(/C=N/NC(=O)c2cccc(NC(=O)c3ccccc3C)c2)o1	-28	-0.7	-11	-1	28	-5	1	0	9	0
Cc1cnc(C(=O)OCC(=O)N2C(C)CCCC2C)cn1 (stereo not drawn)	-5	1.3	-5	-12	5	2	6	5	6	-2
CCOC(=O)CSc1nc2cccnc2n1C	-1	0.6	1	-4	1	-1	1	-4	8	-2
COc1ccc(C2OCC(C)(C)CO2)cc1OC	77*	0.3	-2	-13	-77	-2	2	-4	2	5
CC1(C(=O)OCC(=O)Nc2ccccc2Cl)CC1(Cl)Cl (stereo not drawn)	15	-1.9	-4	6	-15	.	8	-1	1	2
Cc1ccc(NC(=O)COC(=O)[C@H](C)NC(N)=O)c(C)c1	11	0.6	-4	14	-11	-1	-5	3	1	-10
O=C(Nn1cc(C(=O)Nc2ccc(F)cc2F)c2ccccc2c1=O)c1cnccn1	-2	0.8	-13	-6	2	-3	3	1	-20	-2
O=CNC1CCCc2c1[nH]c1ccc(Cl)cc21 (stereo not drawn)	7	3.1	-4	-7	5	-1	1	-2	.	-2
Cc1cc(C(C)(C)C)cc(C)c1CC1=NCCN1	-1	-1.7	2	-8	1	-4&-1	90*	-3	3	3
CC1CN(C)C(c2ccccc2)C(C)C12NC(=O)NC2=O (stereo not drawn)	14	1.3	-5	10	-14	.	-4	-3	-3	-3
O=C(O)CCn1cc(/C=C2\SC(=S)NC2=O)c(-c2ccccc2)n1	-15	-2.0	1	-9	15	.	.	.	-8	22
Cc1nn(-c2ccc(F)cc2)c(-n2cccc2)c1C(=O)N1CCN(C(=O)c2ccco2)CC1	-1	.	1	-8	1	-1	3	-4	14	-1
Nc1c(Cl)c(Cl)nc(C(=O)OCC(=O)NCc2ccccc2)c1Cl	9	1.6	-10	-19	-9	1	2	5	-14	4
O=C(NNC(=O)c1cc([N+](=O)[O-])ccc1Cl)c1cccnc1	4	1.9	2	-13	-4	1	9	-2	-9	0
CCC(C)(C)NC(=O)CN(C(=O)CNS(=O)(=O)c1ccc(F)cc1)c1ccc2c(c1)OCCO2	7	2.4	-10	5	-7	-3	6	-4	2	22
Cc1cccc(NCc2ccc([N+](=O)[O-])s2)c1	-13	0.1	6	8	13	-1	0	1	.	3
COc1ccc(CCNC(=O)C(=O)NCc2ccc(Cl)cc2)cc1OC	-27	-0.1	43*	-18	27	0	5	1	-8	6
O=C(Nc1ccon1)c1ccccc1F	1	-0.7	0	-2	-1	.	0	-2	1	-2
CC1CCCC(C)N1C(=O)COc1cccc(Oc2ccccc2)c1 (stereo not drawn)	9	0.3	-10	-14	-9	-3	5	1	17	-10
CCn1c(SCC(=O)NNC(=O)c2ccc(OC)cc2)nnc1C(C)C	.	-3.5	1	-15	.	13	4	-5	8	-9
COc1ccccc1OCC(=O)Nc1ccc(S(=O)(=O)N(C)c2ccccc2)cc1	5	0.5	-5	-9	-5	-4	0	-2	-8	-1
COc1cccc(NC(=O)C(C)SCc2ccccc2)c1 (stereo not drawn)	9	0.2	-5	-6	-9	5	-3	3	25	-2
COc1ccc(C(CNC(=O)c2c(C)nn(Cc3ccc(C)cc3)c2Cl)N2CCOCC2)cc1 (stereo not drawn)	10	1.3	-7	9	-10	-5	0	0	3	6
CCOc1ccc(-c2nc(N)ncc2-c2ccc(Cl)cc2)c(O)c1	-47	-1.0	-6	-10	47	0	1	-1	-1	.
COc1ccc(NC(=O)CSc2nccn2Cc2ccco2)cc1OC	.	-3.4	0	-7	-13	3	2	-2	26	-7
COc1ccc(OC)c(-c2cc(C(=O)N3CCN(c4ncccn4)CC3)c3ccccc3n2)c1	.	-0.6	-10	-17	12	.	4	8	-21	6
CC(C)Oc1ccc(CN=C(N)N=C(N)N)cc1Cl	11	2.1	-8	-7	-11	-4	4	3	-9	10
O=c1c2ccccc2c(-c2ccccc2)nn1-c1ccc(Cl)c(Cl)c1	-35	0.4	-11	-2	35	-2	2	4	.	-6
COC(=O)c1ccc(OCC(=O)NC2CCCCCC2)cc1	.	-0.4	-5	-9	-26	-3	5	-2	11	-3
CCOC(=O)C1=C(C)C(c2ccccc2OC)NC(=O)N1 (stereo not drawn)	-4	0.6	2	-20	4	0	0	2	-3	-2
CC(=O)O[C@H]1C[C@@H]2CC[C@@H]3[C@H](CC[C@@]4(C)[C@H]3C[C@H]([N+]3(C)CCCCC3)[C@@H]4OC(C)=O)[C@@]2(C)C[C@@H]1[N+]1(C)CCCCC1	12	-0.1	6	7	-12	-2	10	5	-1	0
C[C@H](CO)N1C[C@H](C)[C@@H](CN(C)C(=O)Nc2ccc(C(F)(F)F)cc2)Oc2ccc(NC(=O)Nc3ccc(C(F)(F)F)cc3)cc2C1=O	26	-0.9	-2	-15	-26	-8	10	-6	-15	0
O=C(O)CSc1nc(-c2ccccc2)nc2c1oc1ccccc12	7	0.1	-35	3	-7	-2	9	-2	-6	17
COc1cc(CNc2ncn[nH]2)ccc1OCc1ccccc1C	-7	1.0	-9	-3	7	0	-4	-1	55	-7
O=C1Nc2ccccc2/C1=N/c1sc2c(c1C(=O)NCCc1ccccc1)CCCC2	-29	0.2	-8	12	29	.	2	-4	9	27
CN(CC(=O)Nc1cccc(F)c1)C(=O)CNC(=O)Cc1cccc2ccccc12	-5	-0.9	-7	-12	5	1	-4	-2	-14	-1
O=c1[nH]c2ccccc2c2oc(CCl)nc12	.	0.7	-2	-8	.	2	-1	-5	-27	78*
COc1cc(OC)c(NC(=O)c2ccco2)cc1Cl	-35	0.8	-9	11	35	.	-2	-12	-15	5
COc1ccc(NC(=O)c2cc(-c3ccncc3)nc3ccccc23)c(OC)c1	-68	0.9	-10	2	68	-3	1	3	-13	-4
CCCCn1c(N)c(N(CC(C)C)C(=O)c2cc(-c3ccc(OC)c(OC)c3)nc3ccccc23)c(=O)[nH]c1=O	-4	0.9	-16	7	4	1	2	-18	-2	0
CCCn1cnc2cc(NC(=O)c3cccs3)ccc21	6	-0.3	0	7	-6	32*	1	-4	94*	3
CN(CC(=O)NCc1ccc(Cl)cc1)S(=O)(=O)c1cccs1	-14	-0.3	-8	6	14	1	1	-7	0	16
Fc1ccc(-c2ccc(Nc3cccc(F)c3)nn2)cc1	4	1.2	-12	-2	-4	6	6	7	69	-2
COc1ccc(C(=O)Nc2nc(C)c(C(C)=O)s2)cc1S(=O)(=O)N1CCOCC1	-59	-0.9	0	-3	59	1	1	-4	-4	6
CC(C)c1ccc(C(=O)N2CCCN(C(=O)c3ccc(C(C)C)cc3)CC2)cc1	-7	-0.4	-2	5	7	.	-1	6	4	14
COC(=O)Cn1cnc2c(nnn2-c2ccc(F)cc2)c1=O	15	0.5	5	1	-15	0	4	-2	.	24
CSc1nnc(Cn2c(=O)sc3ccccc32)n1-c1cccc(Cl)c1	-5	0.6	2	-8	5	.	5	-1	1	1
Cc1nc(COC(=O)c2c(C)nn(-c3ccccc3)c2C)cs1	-26	-0.5	-4	-17	26	28	2	-2	86*	-5
N#CCCN(C(=O)COc1ccc(F)cc1Br)c1ccccc1F	.	1.5	-5	-5	.	-2	-2	-3	9	11
Cc1ccc(S(=O)(=O)c2c(C)cc(C)nc2Cl)c(C)c1	7	-3.1	4	-26	-7	2	-10	-3	-2	-8

Entries listed so far that contain fluorine (nine):
mol	SR-BI uptake up	CDK5 p35 inh	dFosB act	PvdQ inh	SR-BI DiI inh	Wnt act	HTR5A ag ctr	RTF Ca sens act	MITF TRPM1 HTS	Rtt109 Vps75
O=C(Nn1cc(C(=O)Nc2ccc(F)cc2F)c2ccccc2c1=O)c1cnccn1	-2	0.8	-13	-6	2	-3	3	1	-20	-2
Cc1nn(-c2ccc(F)cc2)c(-n2cccc2)c1C(=O)N1CCN(C(=O)c2ccco2)CC1	-1	.	1	-8	1	-1	3	-4	14	-1
CCC(C)(C)NC(=O)CN(C(=O)CNS(=O)(=O)c1ccc(F)cc1)c1ccc2c(c1)OCCO2	7	2.4	-10	5	-7	-3	6	-4	2	22
O=C(Nc1ccon1)c1ccccc1F	1	-0.7	0	-2	-1	.	0	-2	1	-2
C[C@H](CO)N1C[C@H](C)[C@@H](CN(C)C(=O)Nc2ccc(C(F)(F)F)cc2)Oc2ccc(NC(=O)Nc3ccc(C(F)(F)F)cc3)cc2C1=O	26	-0.9	-2	-15	-26	-8	10	-6	-15	0
CN(CC(=O)Nc1cccc(F)c1)C(=O)CNC(=O)Cc1cccc2ccccc12	-5	-0.9	-7	-12	5	1	-4	-2	-14	-1
Fc1ccc(-c2ccc(Nc3cccc(F)c3)nn2)cc1	4	1.2	-12	-2	-4	6	6	7	69	-2
COC(=O)Cn1cnc2c(nnn2-c2ccc(F)cc2)c1=O	15	0.5	5	1	-15	0	4	-2	.	24
N#CCCN(C(=O)COc1ccc(F)cc1Br)c1ccccc1F	.	1.5	-5	-5	.	-2	-2	-3	9	11
